# Assay outcomes as filed in PubChem BioAssay.
# Mcl1 Bid PPI: Mcl-1/Bid interaction inhibition; Q07820; TR-FRET Mcl-1/Bid-Dy647 peptide binding, 1536-well; inhibition, % at 21.7 µM; actives 0.97% (n = 220,000);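 active means compounds that cut the binding signal by more than half at the single screening dose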;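 further: His-tagged Mcl-1 with europium anti-His antibody binding Bid BH3 peptide; 0% = Mcl-1 plus peptide wells and 100% = peptide-only wells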
# Target sequence (Q07820 whole entry, looked up): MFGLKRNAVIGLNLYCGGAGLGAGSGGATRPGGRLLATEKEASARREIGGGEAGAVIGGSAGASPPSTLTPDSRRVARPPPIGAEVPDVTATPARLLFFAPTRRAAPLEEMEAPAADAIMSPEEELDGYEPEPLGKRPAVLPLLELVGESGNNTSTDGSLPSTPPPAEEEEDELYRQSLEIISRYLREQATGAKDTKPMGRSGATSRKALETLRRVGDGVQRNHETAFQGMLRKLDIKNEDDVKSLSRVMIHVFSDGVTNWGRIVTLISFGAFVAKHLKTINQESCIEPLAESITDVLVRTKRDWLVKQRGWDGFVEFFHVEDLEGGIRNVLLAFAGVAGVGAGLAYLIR
# Rac1 wt modul: modulators of human Rac1 wildtype GTP binding. GST-Rac1 beads, fluorescent GTP binding, flow cytometry; actives lie on both sides; 0 = cold GTP competed, 100 = untreated. GTP binding activity (% of control), % at 10 µM. actives 0.27% (n = 190,000). AID 757;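 active means GTP binding activity at least 20 points away from the 100% control level, either lower or higher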
# Rac1 mut GTP: alters GTP binding to activated mutant human Rac1. percent activity (GTP binding), % at 10 µM. P63000. GST-Rac1 activated beads, fluorescent GTP binding, flow cytometry; actives lie on both sides; 100% means binding = to untreated wells. actives 0.11% (n = 190,000);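 active means GTP binding at least 20 percentage points away from the 100% baseline, in either direction, so actives lie on both sides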
# Avidin bead fluor: compound fluoresces at 488/530 nm on avidin beads; AID 1775; fluorescence (KMESF) at 10 µM; compound fluorescence 488/530 nm, flow cytometry; active compounds read high; actives 0.38% (n = 220,000); in the data active means fluorescence above about 47; further: inactives centre near 10
# Mcl1-Noxa inh: disrupts binding of human Mcl-1 to Noxa peptide | TR-FRET Mcl-1/Noxa peptide binding, 2 h | actives 1.5% (n = 220,000) | inhibition, % at 21.7 µM;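 active means compounds that cut the protein-peptide binding signal by more than 50% relative to plate controls in a single-dose test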;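 further: His-tagged Mcl-1 with rhodamine Noxa BH3 peptide and terbium anti-His antibody; 0% = Mcl-1 plus Noxa peptide wells and 100% = peptide-only wells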
# Cdc42 wt: modulators (inhibitors or activators) of GTP binding to human Cdc42 wildtype | P60953 | GST-Cdc42 beads, Bodipy-GTP binding, flow cytometry; actives lie on both sides | percent activity (GTP binding), % at 10 µM | actives 0.2% (n = 190,000);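 active means percent activity GTP binding at least 20 points away from the 100% baseline, either down as inhibitor or up as activator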;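 further: median bead fluorescence of bound Bodipy-FL-GTP at 100 nM; 0% = excess unlabeled GTP control and 100% = no compound control; below 100% means less GTP binding so inhibitor and above means activator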
# Target sequence (P60953 whole entry, looked up): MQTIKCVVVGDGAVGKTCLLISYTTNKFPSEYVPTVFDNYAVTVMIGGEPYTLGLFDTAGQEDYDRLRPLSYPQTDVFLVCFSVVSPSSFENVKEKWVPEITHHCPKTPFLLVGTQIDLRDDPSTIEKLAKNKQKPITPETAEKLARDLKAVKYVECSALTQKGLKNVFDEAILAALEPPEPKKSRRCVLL
# Pf gametocyte: inhibitors of late stage P. falciparum gametocyte viability. P. falciparum stage V gametocytes, ATP luminescence, 24 h. inhibition, % at 10.9 µM. actives 0.065% (n = 150,000);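 active means inhibition above the mean plus 3 SD of compounds within the control limits, set per campaign, cut at about 38% in these data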;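 further: 0% = DMSO wells and 100% = medium only without gametocytes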
# Rab7 wt modul: alters GTP binding to wildtype dog Rab7; GST-Rab7 beads, fluorescent GTP binding, flow cytometry; actives lie on both sides; untreated = 100%, excess cold GTP = 0%; GTP binding activity (percent of control), % at 10 µM; actives 0.055% (n = 190,000);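 active means fluorescent GTP binding to Rab7 beads changed by at least 20 points from the 100% baseline, either direction, mostly lower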;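 further: median green fluorescence of bound Bodipy-FL-GTP per Rab7 bead population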
# HRas wt GTP bind: modulators of GTP binding to human HRas wildtype. P01112. GST-Ras wt beads, Bodipy-FL-GTP binding, flow cytometry; actives lie on both sides. GTP binding activity, % at 10 µM. actives 0.14% (n = 190,000). AID 759;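 active means GTP binding activity at least 20% away from the 100% baseline, either lowered as inhibitor or raised as activator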;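 further: 0% = unlabeled GTP competition control and 100% = no-compound control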
# Target sequence (P01112 whole entry, looked up): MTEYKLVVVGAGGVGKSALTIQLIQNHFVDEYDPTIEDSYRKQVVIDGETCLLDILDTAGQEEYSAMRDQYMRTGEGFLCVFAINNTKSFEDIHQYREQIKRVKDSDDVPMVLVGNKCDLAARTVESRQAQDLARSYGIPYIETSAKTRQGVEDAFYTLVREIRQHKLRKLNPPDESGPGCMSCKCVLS
# Rab2A wt mod: changes GTP binding to wildtype dog Rab2A, up or down; GTP binding activity, % at 10 µM; P61105; GST-Rab2 wt beads, Bodipy-GTP binding, flow cytometry; actives 0.19% (n = 190,000); AID 760;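 active means GTP binding activity at least 20 points away from 100%, either lowered or raised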;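 further: 0% = beads with excess unlabeled GTP and 100% = no-compound control corrected for plate trend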
# Mcl-1 Bim block: disrupts Bim peptide binding to human Mcl-1 | AID 1009 | Bead-based flow cytometry, Bim peptide-Mcl-1 binding | inhibition, % at 10 µM | actives 0.1% (n = 190,000) | Q07820; in the data active means inhibition above about 40%;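 further: 0% = no compound tracer wells and 100% = peptide blocker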
# The depositor's hits bear a star; x = no result given.
SMILES,Mcl1 Bid PPI,Rac1 wt modul,Rac1 mut GTP,Avidin bead fluor,Mcl1-Noxa inh,Cdc42 wt,Pf gametocyte,Rab7 wt modul,HRas wt GTP bind,Rab2A wt mod,Mcl-1 Bim block
CCc1c(C)nc(N)nc1OCC(F)(F)C(F)F,-11,101,97,17,-7,100,x,100,98,100,0
CCCCNC(=O)c1ccccc1NS(=O)(=O)c1ccc2c(c1)OCCO2,5,97,98,6,14,100,x,97,97,99,14
CCc1n[nH]c(=S)n1/N=C/c1ccccc1OCc1ccc(Cl)cc1,-25,92,94,9,19,94,x,92,95,93,-4
Cc1ccc(Sc2nc3ccc(C)cn3c(=O)c2/C=N/O)cc1,-19,97,96,10,0,93,0,93,95,96,-2
CS(=O)(=O)N1CC(C(=O)NC2CC2)Oc2ccc(Cl)cc21 (configuration not stated),-27,108,105,6,-5,111,x,102,109,109,0
CCc1ccc(C2=NN(C(=O)OC)C(O)(C(F)(F)F)C2)cc1 (configuration not stated),-10,97,95,13,2,98,x,98,98,97,-4
Cc1cc(=O)[nH]c(SCc2cn3ccccc3n2)n1,-13,96,94,25,16,95,16,98,95,97,-2
O=C(COC(=O)Cn1cnc2ccccc2c1=O)Nc1ccccc1Sc1ccc(Cl)cc1,10,106,101,11,6,101,-4,104,102,100,-6
CS(=O)(=O)N1CCN(C(=O)c2ccc(Cl)s2)CC1,-45,96,95,10,-3,93,28,97,94,95,0
Cc1ccc2c(c1)n([O-])c1c([n+]2=O)CCCC1,-34,101,93,10,7,99,x,99,99,94,3
Cc1ccc(CN2CC(C(=O)Nc3ccc(S(=O)(=O)Nc4cc(C)nc(C)n4)cc3)CC2=O)cc1 (configuration not stated),-12,97,95,11,19,98,x,93,98,96,-1
Cc1cc(Cl)c(S(=O)(=O)NCCC(=O)O)cc1OCC(N)=O,-30,106,98,11,11,102,-3,99,99,100,-1
COCCN(C(=O)CSc1nnc(-c2ccccc2F)n1C)c1c(N)n(Cc2ccccc2)c(=O)[nH]c1=O,-34,99,97,11,20,95,0,95,98,98,-1
C=CCn1cnc2c(c1=O)c1nc3ccccc3nc1n2/N=C/c1cc(OC)c(OC)c(OC)c1,-1,94,93,23,11,95,x,96,94,97,3
Cc1ccnc(N/C=C(/NC(=O)c2ccccc2)C(=O)NN)n1,-12,100,96,11,14,97,2,105,100,98,0
C=CCc1cccc(CNc2nc3ccccc3n2CC)c1O,-10,98,98,12,26,98,x,101,98,99,-4
Cc1cc(=O)[nH]c(SCc2csc(-c3ccccc3)n2)n1,-9,102,100,14,11,98,-6,99,98,97,-2
Cc1c2cnn(CC(=O)Nc3c(F)c(F)cc(F)c3F)c(=O)c2c(C)n1Cc1ccc(F)cc1,-16,98,93,22,62*,94,-11,102,99,97,-2
CCS(=O)(=O)N1CCC(C(=O)NC2CCCCC2)CC1,-21,95,93,10,13,97,-11,97,97,95,2
CC(C)c1ccccc1OCC(=O)NC1CCCc2ccccc21 (configuration not stated),-12,100,97,6,8,98,-6,98,98,97,-6
O=C(COc1ccc2ccccc2c1Br)NNC(=O)Nc1ccccc1,-15,99,95,17,-72,98,-3,101,99,100,0
CCOC(=O)COc1ccc(C(=O)NC2CCCCC2)cc1,-6,106,98,15,9,104,x,101,103,102,2
NC(=O)c1ccc(Cc2ncc(C(F)(F)F)cc2Cl)s1,3,94,94,14,15,99,13,98,98,97,1
Cc1ccc(C2CC(=O)Nc3cc4c(cc32)OCO4)o1 (configuration not stated),-36,88,90,14,-13,95,x,86,92,90,-5
O=c1oc2ccccc2cc1-c1nc2ccccc2o1,-5,102,101,16,-3,103,x,97,103,106,0
Cc1ccc2c(c1)nnn2C1CCN(C(=O)c2cccs2)CC1,-32,98,98,5,16,97,-1,94,97,95,1
Cc1sc2ncnc(N(C)Cc3ccco3)c2c1C,-29,105,98,11,8,101,x,100,102,99,0
CCOC(=O)C(Cc1ccccc1)C(=O)Nc1ccc(NC(=O)C(Cc2ccccc2)C(=O)OCC)cc1 (configuration not stated),-6,105,100,12,12,102,1,101,101,100,1
COC(=O)c1ccc(NC(=O)Cn2nc(SC)n(N)c2=S)cc1,6,101,99,22,6,101,20,101,101,99,2
COCCOc1cc(-n2cccc2)c(Cl)cc1Cl,-26,97,94,13,1,96,15,104,97,96,-1
COc1cc2c(cc1OC)CN(C(C)C(=O)Nc1ccc(NC(C)=O)cc1)CC2 (configuration not stated),-18,107,103,33,5,104,x,104,104,103,-2
COC(=O)c1sc(C(=O)OC)c(C(=O)OC)c1C(=O)OC,3,105,101,4,-3,100,-22,95,102,99,-4
CCOC(=O)c1sc(=S)n(C)c1NC(=O)c1ccccc1Cl,-41,91,90,6,5,98,-4,91,90,90,-7
Nc1nnc(SCC(=O)OCc2ccccc2)s1,-14,106,103,12,20,105,-26,103,104,102,-5
O=C1NC2(CCCC2)N=C1c1ccc(Cl)cc1,-3,104,101,14,-4,105,x,105,103,102,1
COc1ccc(/C=N/OC/C(O)=C(\C#N)c2nc3ccccc3[nH]2)cc1,-34,102,97,11,10,102,-6,104,100,103,-2
CCC(=O)NCc1cc(-c2nn(C)c(=O)c3ccccc23)ccc1OC,19,97,98,6,16,97,-1,98,97,96,-1
O=C(CSc1ccc2ccccc2n1)N1CCC(c2noc3ccc(F)cc23)CC1,7,106,100,12,-15,104,12,104,102,99,1
C/C(=N\NC(=O)c1c(C)nc2ccccn12)c1cccc([N+](=O)[O-])c1,5,99,96,12,3,94,-11,101,98,98,-1
O=C(Nc1ccc2nsnc2c1)N1CCCCCC1,2,103,102,x,7,106,x,102,105,104,4
COc1ccc(C2SCC(=O)N2CCc2ccc(OC)c(OC)c2)cc1 (configuration not stated),-13,99,97,7,12,94,-3,94,94,95,-2
CCc1c(C)nc2ncnn2c1NCc1cccs1,-32,101,99,9,8,99,x,98,98,99,-2
Cn1c(-c2csc(-c3cccc(C(F)(F)F)c3)n2)n[nH]c1=S,-10,100,93,10,24,94,-4,95,96,97,-2
CCn1c2ccccc2c2cc(NC(=O)c3cc(OC)cc(OC)c3)ccc21,-1,104,100,2,16,99,12,99,99,99,-7
Cc1ccc2nc(SCC(=O)Nc3ccc4sc(C)nc4c3)c(C#N)cc2c1,-7,96,97,16,-23,98,-20,98,97,95,-1
CC1=CC(c2ccccc2)n2nc(N3C(=O)c4ccccc4C3=O)nc2N1 (configuration not stated),-27,99,98,8,10,100,-14,98,99,99,-2
Cc1c(NS(=O)(=O)c2cc(Br)cc3c2N(C(=O)C2CC2)CC3)c(=O)n(-c2ccccc2)n1C,-19,99,96,11,10,98,x,104,98,99,-1
COc1ccc(N2CCN(C(=O)CN(Cc3ccc(Cl)cc3)S(C)(=O)=O)CC2)cc1,7,97,97,8,14,96,x,99,96,95,-1
COc1cccc(Nc2nc(NCC3CCCO3)c3ccccc3n2)c1 (configuration not stated),92*,105,102,4,41,103,27,100,103,102,2
CCCc1cc(=O)[nH]c(SCC(=O)NC(=O)OCC)n1,-8,95,96,11,4,97,x,96,101,100,-1
# Continued:
SMILES,Mcl1 Bid PPI,Rac1 wt modul,Rac1 mut GTP,Avidin bead fluor,Mcl1-Noxa inh,Cdc42 wt,Pf gametocyte,Rab7 wt modul,HRas wt GTP bind,Rab2A wt mod,Mcl-1 Bim block
S=C(NCc1ccco1)Nc1ccc(Oc2ccccc2)cc1,-26,100,97,5,1,96,8,104,98,99,1
O=C1N/C(=N\N=C\c2cccs2)SC1Cc1ccc(Cl)c(Cl)c1 (configuration not stated),17,88,89,6,4,92,-6,95,89,90,3
Nc1nc(Cl)cc(-c2ccccc2)n1,4,97,94,13,9,90,5,94,91,93,1
Cc1cc(C)n(-c2ccc(C(=O)Nc3cccnc3Cl)cc2)n1,-27,100,96,4,-7,96,17,98,97,95,-1
N#Cc1ccc(-c2ccc(OCC(=O)NCCCN3CCCC3=O)cc2)cc1,-20,97,97,9,13,101,-8,97,95,99,1
COc1cc2c(C(=O)NCc3ccc(C)o3)cn(CC(C)C)c(=O)c2cc1OC,-20,106,102,16,3,105,x,103,107,105,0
CC1(C)C(C=C(Cl)Cl)C1C(=O)N(Cc1cccc(Cl)c1)C1CCS(=O)(=O)C1 (configuration not stated),-37,102,96,13,-19,91,-16,97,98,97,-4
Nc1c([N+](=O)[O-])c(=O)oc2ccccc12,-2,97,93,27,17,96,2,106,99,95,0
Cc1cccc(NC(=S)NC(C)(C)CC(C)(C)C)c1,-60,96,94,9,14,93,-32,98,95,97,0
COc1cccc(NC(=O)N2CCCC2C(=O)Nc2ccc3c(c2)OCO3)c1 (configuration not stated),0,105,101,27,-8,103,-52,101,102,100,-2

# Structures above shown as hits in Mcl1 Bid PPI.
SMILES	Mcl1 Bid PPI	Rac1 wt modul	Rac1 mut GTP	Avidin bead fluor	Mcl1-Noxa inh	Cdc42 wt	Rab7 wt modul	HRas wt GTP bind	Rab2A wt mod	Mcl-1 Bim block
COc1cccc(Nc2nc(NCC3CCCO3)c3ccccc3n2)c1 (configuration not stated)	92*	105	102	4	41	103	100	103	102	2

# New compounds follow:
SMILES,Mcl1 Bid PPI,Rac1 wt modul,Rac1 mut GTP,Avidin bead fluor,Mcl1-Noxa inh,Cdc42 wt,Pf gametocyte,Rab7 wt modul,HRas wt GTP bind,Rab2A wt mod,Mcl-1 Bim block
Cc1cccc(N2CCN(C(=O)Cn3ccc4ccccc4c3=O)CC2)c1C,-15,102,101,16,6,101,9,100,101,101,-2
NC(=O)NC(=O)CSc1nc(C2CCCCC2)n(-c2ccccc2)n1,-15,103,100,15,13,98,-3,97,99,99,-6
CCc1nnc(NC(=O)CSc2nc(-c3ccccc3)nc3ccccc23)s1,5,101,99,13,-5,99,4,99,96,97,-2
O=C(Nc1ccccc1C(=O)Nc1ccccc1C(=O)NCc1ccco1)c1ccco1,4,102,98,4,-52,100,4,100,100,99,0
Cc1cc(NC(=O)c2cc(-c3cccnc3)nc3c(C)c(C)ccc23)no1,-6,105,102,35,-6,104,-6,103,103,103,0
CCOC(=O)/C(=N/Nc1ccccc1)N1CCCc2ccccc21,-70,101,100,7,-2,103,-9,97,99,99,-20
COc1cc(/C=C2\SC(=O)N(c3ccc(Cl)cc3)C2=O)cc([N+](=O)[O-])c1O,90*,91,87,10,76*,87,6,88,85,87,1
CC(C)(C)n1ncc2c(=O)n(Cc3ccc(Cl)c(Cl)c3)cnc21,-3,98,95,6,9,98,x,98,96,97,-3
CCOCCCN1CN(Cc2ccco2)CNC1=S,-40,100,93,8,-1,102,3,107,100,104,-1
COC(=O)C(C)Sc1nc2c([nH]c3ccccc32)c(=O)n1C (configuration not stated),-111,107,103,15,14,112,x,102,111,109,-3
CCOC(=O)N1CCN(C(=O)CCNS(=O)(=O)c2ccc3c(c2)c(=O)n(C)c(=O)n3C)CC1,-8,97,96,10,-4,94,12,106,95,96,0
